# Screening results: PubChem BioAssay, National Center for Advancing Translational Sciences (NCATS)
# PLK1 PBD inh: qHTS for Inhibitors of PLK1-PDB (polo-like kinase 1 - polo-box domain): Primary Screen; Serine/threonine-protein kinase PLK1 (Homo sapiens), P53350; Plk1 PBD binding of FITC phosphopeptide, fluorescence polarization; Potency, µM, for the others: max response, negative = inhibition, usual class: inhibitors; 2.8% of 360,000 active; AID 720504, 2013; note: potency is the fitted concentration of half-maximal effect; series mostly up to about 57 µM; % is set by controls: 0 for no effect and ±100 for the full control effect; nearly all actives have a fitted effect of over 65% in size
# aSyn rescue: qHTS of alpha-syn Inhibitors. Potency, µM (series often up to 46.1 µM), without a hit: at the top dose growth rescue (activation), most hits filed as activators. Yeast expressing alpha-synuclein, growth rescue, BacTiter-Glo, 24 h. AID 652106, 2013. 0.14% of 370,000 active; note: potency is the fitted concentration of half-maximal effect; % of control where 0% means no effect; nearly all actives have a fitted effect of over 65% in size
#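 Rescue of yeast growth: cells expressing toxic alpha-synuclein, induced in galactose at OD600 0.02, incubated with compound 24 h at 30 C. ATP luminescence quantified growth; inhibitors of toxicity appear as activators.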
# EPAC1 antag: qHTS for Antagonist of cAMP-regulated guanine nucleotide exchange factor 3 (EPAC1): primary screen | EPAC1 GEF assay, Rap1b-BODIPY-GDP exchange fluorescence | Potency, µM (highest dose often 115 µM), without a hit: at the highest dose activity change, negative = inhibition, hits mostly inhibitors | Rap guanine nucleotide exchange factor 3 (Homo sapiens), O95398 | 0.14% of 360,000 active | AID 720709, 2013;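 note: potency is the fitted concentration of half-maximal effect; plate controls were vehicle for no effect and positive control for full effect; nearly all actives have a fitted effect of over 50% in size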
# EPAC1 agonist: qHTS for Agonist of cAMP-regulated guanine nucleotide exchange factor 3 (EPAC1): primary screen. Rap guanine nucleotide exchange factor 3 (Homo sapiens), O95398. EPAC1 agonist qHTS, biochemical assay; response scale: 100% = response to 6.5 mM cAMP. Potency, µM (highest dose often 154 µM), without a hit: top-dose activation, usual class: activators. 0.073% of 360,000 active; note: potency is the fitted concentration of half-maximal effect; nearly all actives have a fitted effect of over 60% in size
#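 Normalized to 6.5 mM cAMP, activity reflects EPAC1-catalysed release of BODIPY-GDP from Rap1B, followed kinetically over 30 min at 480 nm excitation, 540 nm emission. Reaction contained 100 nM EPAC1, 250 nM Rap1B-BODIPY-GDP, 50 uM GDP.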
# FUS yeast rescue: qHTS for Suppressors of FUS Proteinopathy: Primary screen using FUS-linked yeast assay | 0.24% of 390,000 active | Potency, µM (series often up to 76.6 µM), for the others: at the top dose growth rescue (activation), most hits filed as activators | S. cerevisiae FUS-expressing, growth rescue, OD600, 24 h;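 note: potency is the fitted concentration of half-maximal effect; plate controls were DMSO vehicle for no effect and reference control for full effect; nearly all actives have a fitted effect of over 55% in size; some results filed as inactive show a strong effect at the top dose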
#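 Restored growth of FUS-toxic S. cerevisiae, read as 600 nm absorbance after 24 h at 30C in galactose medium (starting OD 0.005). Controls CP55940 and DMSO.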
# Abeta rescue: qHTS for compounds that reverse cellular toxicity of Amyloid beta (A-beta) peptide in yeast: Primary Screen | yeast expressing A-beta42, growth rescue, OD600, 48 h; response scale: 0% DMSO, 100% iron-clioquinol control | 0.063% of 410,000 active | AID 1347071, 2019 | Potency, µM (series often up to 46.1 µM), without a hit: top-dose growth rescue, actives largely listed as activators; note: potency is the fitted concentration of half-maximal effect; nearly all actives have a fitted effect of over 55% in size
#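 Yeast A-beta toxicity model in growth medium with pinned compounds, 48 h at 30 C; growth read as absorbance at 600 nm. Normalized to FeCl3/clioquinol equimolar mix (positive) and DMSO (negative).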
# IL-2 act: qHTS of IL-2 Activators; IL-2 activation reporter assay, cell-based qHTS; stimulated with anti-CD3/CD4/CD28 beads; in transgenic mouse T cells; activation, % (series mostly up to about 46 µM); 0.065% of 360,000 active; AID 652025, 2013; in the data active = activation above about 50%; inconclusive = mostly about 30% to 49%; note: 0% is about no effect
#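 Unstimulated transgenic mouse T cells, 750 per well, received compound and, after 60 minutes, anti-CD3/anti-CD4 bead plus anti-CD28 stimulation. EGFP and DsRed were quantified after 18 hours.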
# WRN helicase inh: qHTS for Inhibitors of WRN Helicase. 0.46% of 360,000 active. Potency, µM (top dose mostly 114 µM), for the others: at the top dose activity change, negative = inhibition, usual class: inhibitors. WRN helicase unwinding, fluorescent forked duplex, kinetic. Bifunctional 3'-5' exonuclease/ATP-dependent helicase WRN (Homo sapiens), Q14191; note: potency is the fitted concentration of half-maximal effect; % is set by controls: 0 for no effect and ±100 for the full control effect; nearly all actives have a fitted effect of over 55% in size
# Target sequence (Q14191 whole entry, looked up): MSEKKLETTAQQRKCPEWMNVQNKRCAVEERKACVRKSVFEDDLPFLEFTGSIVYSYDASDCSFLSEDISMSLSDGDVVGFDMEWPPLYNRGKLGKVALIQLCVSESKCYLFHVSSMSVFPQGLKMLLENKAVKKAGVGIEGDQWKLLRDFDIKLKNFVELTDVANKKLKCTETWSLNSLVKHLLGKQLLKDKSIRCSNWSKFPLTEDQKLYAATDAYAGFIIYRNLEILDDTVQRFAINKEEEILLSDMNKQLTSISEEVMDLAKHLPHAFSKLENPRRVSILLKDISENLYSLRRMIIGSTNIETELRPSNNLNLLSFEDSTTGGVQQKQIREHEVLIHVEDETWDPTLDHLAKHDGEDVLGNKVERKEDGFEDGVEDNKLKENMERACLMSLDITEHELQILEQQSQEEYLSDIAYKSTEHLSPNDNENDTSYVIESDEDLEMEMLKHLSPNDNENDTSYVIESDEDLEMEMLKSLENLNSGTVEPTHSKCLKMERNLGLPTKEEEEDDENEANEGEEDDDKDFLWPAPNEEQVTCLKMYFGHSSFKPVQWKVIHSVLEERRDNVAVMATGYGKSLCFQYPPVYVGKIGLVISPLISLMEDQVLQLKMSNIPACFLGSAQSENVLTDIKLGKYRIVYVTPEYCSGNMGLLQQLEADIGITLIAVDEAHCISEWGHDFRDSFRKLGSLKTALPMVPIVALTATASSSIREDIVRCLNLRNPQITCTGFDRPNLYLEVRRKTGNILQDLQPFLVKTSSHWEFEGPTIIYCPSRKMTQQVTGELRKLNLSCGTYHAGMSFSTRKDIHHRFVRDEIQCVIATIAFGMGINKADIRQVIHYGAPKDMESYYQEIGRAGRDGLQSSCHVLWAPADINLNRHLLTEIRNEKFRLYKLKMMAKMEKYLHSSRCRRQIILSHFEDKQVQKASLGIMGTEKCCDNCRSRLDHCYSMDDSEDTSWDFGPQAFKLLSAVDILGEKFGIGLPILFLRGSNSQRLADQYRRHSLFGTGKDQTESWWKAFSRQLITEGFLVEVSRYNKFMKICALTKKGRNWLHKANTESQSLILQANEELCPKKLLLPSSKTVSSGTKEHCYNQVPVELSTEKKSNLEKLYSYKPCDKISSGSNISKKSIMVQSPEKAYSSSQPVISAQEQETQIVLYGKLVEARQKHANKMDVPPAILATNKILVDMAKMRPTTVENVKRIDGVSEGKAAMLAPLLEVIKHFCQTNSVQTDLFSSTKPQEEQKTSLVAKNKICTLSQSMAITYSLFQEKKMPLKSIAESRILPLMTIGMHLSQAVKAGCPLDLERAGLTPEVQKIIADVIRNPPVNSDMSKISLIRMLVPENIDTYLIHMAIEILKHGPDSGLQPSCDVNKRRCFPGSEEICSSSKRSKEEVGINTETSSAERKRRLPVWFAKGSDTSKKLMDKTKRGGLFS
#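 Fluorescence dequenching readout, ex 525 nm/em 598 nm, kinetic mode: forked duplex DNA (100 nM final) with adjacent fluorophore and quencher unwound by WRN (20 nM final) with 2 mM ATP. Compound preincubation 15 min, room temperature.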
# PI5P4Ka inh: qHTS for Inhibitors of phosphatidylinositol 5-phosphate 4-kinase (PI5P4K); AID 652105, 2013; PI5P4Kalpha enzyme, ADP-Glo luminescence, 60 min; stronger effect = lower value; max response, %; Phosphatidylinositol 5-phosphate 4-kinase type-2 alpha (Homo sapiens), P48426; 1.2% of 330,000 active; active = max response of -50% or lower; inconclusive = between -30% and -50%; inactive = -30% or higher; note: value at the top dose of about 77 µM; % is set by controls: 0 for no effect and ±100 for the full control effect
#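 Reactions run in 0.038 M HEPES pH 7.4, 0.28 mM EGTA, 0.1% CHAPS and 5% DMSO, with PI5P4Kalpha, substrate, compound and 5 microM ATP final, one hour at room temperature. Readout is ADP-Glo luminescence.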
# The depositor's hits bear a star; ? = inconclusive; nt = not tested or not shown; [ ] = dose if it differs, or a comment. Unless noted, calls come from the whole dose curve; as a rule, active = well fitted curve in the direction sought with a large enough effect; inconclusive = small, poorly fitted or top-dose-only effect, or another doubt; inactive = no such curve, though single readings can be large; an effect the other way counts as inactive or inconclusive.
SMILES,PLK1 PBD inh,aSyn rescue,EPAC1 antag,EPAC1 agonist,FUS yeast rescue,Abeta rescue,IL-2 act,WRN helicase inh,PI5P4Ka inh
CCCCc1ccc(NC(=O)COc2ccc(C(=O)Nc3ccccc3OCC)cc2)cc1,-1%,0%,-13%,2%,-27%,13%,-0.4,-6%,1
Cc1ccc(C)c(-n2c(SCC(=O)N3CCCC3)nnc2-c2ccccn2)c1,-3%,-2%,8%,1%,16%,-2%,-0.1,2%,0
C/C(=C\CNc1ncnc2nc[nH]c12)CO,-19%,0%,-8%,-21%,-15%,-14%,-0.1,8%,1
O=C(O)c1ccccc1C(=O)Nc1ccc(Oc2ccccc2)cc1,-13%,3%,1%,-2%,3%,-3%,-0.6,9%,-5
CCOC(=O)c1ccc(NC(=O)C2CC(O)CN2S(=O)(=O)c2ccc(C)cc2)cc1 (stereo not drawn),-16%,-3%[1.84 µM],16%,-1%,35%,4%,0.1,5%,-3
CC(C)Cn1c(N)c(C(=O)COC(=O)c2cccn2C)c(=O)n(C)c1=O,-8%,-10%,-8%,5%,4%,-2%,-0.8,0%,-1
CCOC(=O)[C@]12CCC=C1N(Cc1ccco1)C(=O)[C@H](CC(=O)NCc1ccc(OC)c(OC)c1)C2,-9%,-12%,-9%,6%,31%,-9%,0.1,-13%,-1
COc1cc(NC(=O)C/C(C)=N/NC(=O)Cc2ccc(Cl)cc2)c(OC)cc1Cl,-6%,0%,-8%,3%,18%,4%,1.1,-10%,12
O=C(Nc1ccc(Nc2ccccc2)cc1)c1ccco1,-7%,-8%,-11%,3%,35%,-49%[inhibitor],0.1,-14%[57.1 µM],5
O=C(NCc1ccc(F)cc1)C1CC(=O)N(CCc2ccccc2)C1 (stereo not drawn),-5%,2%,2%,1%,-16%,17%,-0.3,5%,-1
C/C(=N/Nc1ncc(C(F)(F)F)cc1Cl)c1ccncc1,4%,0%,-11%,1%,4%,3%,0.8,-2%,4
Cc1ccc(C)c(S(=O)(=O)Nc2ccc(C(=O)NCC(c3ccco3)N3CCCCC3)cc2)c1 (stereo not drawn),-3%,-3%,8%,-9%,nt,10%,-3.6,?,-6
COc1ccc(C(CNC(=O)c2cccc(NS(=O)(=O)c3ccccc3)c2)N(C)C)cc1 (stereo not drawn),-5%,5%,9%,-4%,13%,8%,-3.0,-26%,-2
CN(Cc1c(C(=O)N/N=C/c2ccccc2F)nnn1-c1nonc1N)c1ccccc1,3%,2%,-8%,0%,7%,nt,0.7,-7%,-1
COC(=O)c1c(NC(=O)C(=O)N2CCOCC2)sc2c1CCC2,?,-7%,14%,9%,29%,-36%[inhibitor],1.2,1%,1
COc1ccc(C(=O)C2CCCN(C(=O)c3cc(C(C)C)no3)C2)cc1F (stereo not drawn),-2%,4%,-14%,1%,0%,-6%,-0.2,-3%,0
CCOC(=O)N1CCN(C(=O)CSc2nnc(-c3cc(OC)ccc3OC)o2)CC1,3.4µM*,-29%,-6%,-2%,3%,-8%,1.2,-25%,?
COc1ccc(OCCCC(=O)N(C)CC(=O)Nc2ccccc2Cl)cc1,-1%,1%,6%,1%,nt,-11%,-3.1,-31%,0
O=C(Cn1cc(C(=O)c2cccs2)c2ccccc21)NCC1CCCO1 (stereo not drawn),-7%,1%,4%,1%,-21%,13%,-1.8,-2%,5
COc1ccc(-n2c(SCC(=O)N3CCCCC3C)nnc2-c2cccnc2)cc1 (stereo not drawn),-7%,?,5%,-1%,8%,12%,1.2,9%[57.1 µM],-5
CCCCNC(=O)c1onc(CSc2ccccn2)c1C(=O)NCCCC,?,12%,-24%,-13%,36%,-6%,-3.1,-8%,12
CS(=O)(=O)Nc1nc2n(n1)C(c1ccc(F)cc1)CC(c1ccccc1)N2 (stereo not drawn),-27%,0%,-15%,4%,1%,9%,-1.7,5%,1
CC(=O)Nc1nc2c(s1)C(=O)NCC(C)(C)C2,-3%,-6%,-19%,6%,4%,1%,-2.5,-7%,-4
COc1ccccc1CNC(=O)CCNS(=O)(=O)c1cccc2nonc12,3%,1%,5%,-5%,-10%,6%,-1.8,0%,6
Cn1c(SCC(=O)Nc2ccc3nc(SCC(=O)N4CCCC4)sc3c2)nnc1-c1ccc(N)cc1,?,-2%,-14%,-6%,54%,29%,-0.2,?,?
O=C(c1ccco1)N1CCN(C(=O)C2(S(=O)(=O)c3ccc(Cl)cc3)CC2)CC1,2%,0%,4%,-2%,-20%,6%,-2.2,0%,nt
CNC(=S)Nc1ccc(OC(F)(F)F)cc1,-10%,2%,-24%,-7%,-33%,9%,-0.2,-4%,4
CCOc1cc(C(c2c(C)[nH][nH]c2=O)c2c(C)[nH][nH]c2=O)ccc1OS(=O)(=O)c1ccccc1,?,3%,-1%,6%,?,9%,0.5,-23%,nt
Cc1ccc(NC(=O)C(OC(=O)c2ccc(F)cc2)c2ccccc2)cc1Cl (stereo not drawn),-7%,26%,-23%,-14%,6%,?,1.3,-8%,3
NS(=O)(=O)c1ccc(CCNC(=O)COC(=O)Cc2ccc([N+](=O)[O-])cc2)cc1,-6%,-5%,-7%,13%,9%,-14%,0.0,-2%,-20
COc1ccc(-c2csc(-c3[nH]cnc3N)n2)cc1,-3%,1%,6%,-3%,4%,-10%,0.6,13%,-21
CCCc1c(O)nc(SCC(=O)NCCc2ccc(OC)c(OC)c2)[nH]c1=O,-7%,-1%,-1%,4%,-25%,6%[9.22 µM],1.7,-27%,6
O=C(CNC(=O)Cn1ccc2ccccc2c1=O)NCCCN1CCCCCC1,-14%,-3%,1%,-6%,17%,6%,-0.1,3%,0
CCCCN(c1ccccc1)S(=O)(=O)N(C)C,-7%,6%,-1%,6%,9%,-22%,-0.8,11%,3
O=c1ccn([C@@H]2O[C@H](COS(=O)(=O)O)[C@@H](O)[C@H]2O)c(=O)[nH]1,-9%,-2%,-3%,8%,-19%,-10%,0.7,9%,-11
COc1ccc2c(c1)cc(C(=O)N[C@H](C(=O)N1CCC[C@H]1C(=O)O)C(C)C)n2C,-1%,-8%,-2%,4%,-7%,-2%,-0.3,-1%,-5
COc1cc(OC)cc(C(=O)N[C@H](C(=O)OCC(=O)Nc2ccc(C)cc2C)C(C)C)c1,12%,22%,19%,-13%,30%,20%,-0.5,-22%[57.1 µM],-2
CCOc1cc(/C=C2\C(=O)ON=C2c2ccccc2)cc(Br)c1O,?,-4%,?,-16%,?,-7%,-6.2,?,-79*
COc1ccc(-c2nc3cc(NC(=O)c4ccc5c(c4)OCO5)ccc3o2)cc1,-14%,-5%,-4%,8%,-15%,-6%,0.8,4%,-4
Cc1c(Cl)cccc1NC(=O)Nc1ccn(C)n1,-4%,-4%,0%,-2%,-11%,12%,1.0,-1%,4
COc1ccc(Cl)cc1NC(=S)N(Cc1ccccc1C)CC1CCC(C(=O)O)CC1 (stereo not drawn),30µM*,-48%[inhibitor],-6%,-6%,64%,1%,-0.3,-7%,3
CCC1SC2=NC(C)=C(C(=O)OC)C(c3ccc(C)cc3)N2C1=O (stereo not drawn),-3%,-7%,-4%,-1%,33%,-21%,-0.6,3%,3
Nc1nnc(Cc2cccc(Br)c2)s1,-11%,-9%,-3%,5%,10%,8%,0.3,0%,0
CCN(C(=O)CN1c2ccccc2CC1C)c1c(N)n(Cc2ccccc2)c(=O)[nH]c1=O (stereo not drawn),-4%,-2%,-10%,7%,11%,-12%,0.4,-7%,1
OCCN1CCN(c2ncnc3c2ncn3[C@H]2CN(Cc3ccccc3)C[C@@H](CO)O2)CC1,-8%,-4%,-10%,-1%,-22%,-16%,0.4,-4%,6
COc1ccccc1CNC(=O)CS(=O)(=O)Cc1ccccc1,-4%,1%,5%,11%,-4%,11%,-0.3,5%,11
CC1CN(Cc2ccccc2)c2nc3c(c(=O)n(C)c(=O)n3C)n2C1 (stereo not drawn),-1%,2%,4%,1%,15%,0%,1.1,3%,nt
COC(=O)c1ccc(S(=O)(=O)N2CCN(CCO)CC2)n1C,4%,-1%,27%,0%,23%,9%,-0.6,-4%,0
Cc1ccc(-c2nnc(OCC3CCCO3)c3ccccc23)cc1 (stereo not drawn),-18%,4%,-22%,3%,10%,-12%,-1.0,-3%,-8
O=C1OCC/C1=C\OCCCO/C=C1\CCOC1=O,-7%,-6%,-10%,-10%,-9%,-3%,-1.6,9%,1
Cc1ccc(Cn2c(C3CCCN3c3nc(-c4ccc(F)cc4)cs3)nc3cc(Cl)c(Cl)cc32)cc1 (stereo not drawn),-4%,1%,2%,6%,14%,5%,-0.4,8%,19

# 2 entries picked at random from those above, as already listed:
SMILES,PLK1 PBD inh,aSyn rescue,EPAC1 antag,EPAC1 agonist,FUS yeast rescue,Abeta rescue,IL-2 act,WRN helicase inh,PI5P4Ka inh
CCCCN(c1ccccc1)S(=O)(=O)N(C)C,-7%,6%,-1%,6%,9%,-22%,-0.8,11%,3
COc1cc(OC)cc(C(=O)N[C@H](C(=O)OCC(=O)Nc2ccc(C)cc2C)C(C)C)c1,12%,22%,19%,-13%,30%,20%,-0.5,-22%[57.1 µM],-2
